Growth percent in the NCI-60 one-dose screen (48 h, 10 µM unless noted): 100 = growth as untreated, 0 = no growth, -100 = all killed.
T-47D – T-47D breast cancer; actives 5% (n = 79,000)
LOX IMVI – LOX IMVI melanoma; actives 7.4% (n = 79,000)
MDA-MB-468 – MDA-MB-468 breast cancer; actives 8.5% (n = 78,000)
MDA-MB-231 – MDA-MB-231 breast cancer. actives 5% (n = 81,000). AID 1794789
BT-549 – BT-549 breast cancer; actives 4.4% (n = 78,000)
MCF7 – MCF7 breast cancer; actives 6.3% (n = 82,000)
SK-MEL-28 – SK-MEL-28 melanoma; AID 1794761; actives 4.1% (n = 81,000)
HS 578T – HS 578T breast cancer. actives 4.1% (n = 78,000). AID 1794788
* hit, by the source's call; / = no result given; [ ] = dose if it differs, or a comment. How the source made its calls: active means growth percent below 10; inactive means the rest.

SMILES	T-47D	LOX IMVI	MDA-MB-468	MDA-MB-231	BT-549	MCF7	SK-MEL-28	HS 578T
CSc1nc(-c2cccs2)c2c(N)[nH]nc2n1	90	93	117	98	96	94	114	106
CCOC(=O)C(=Cc1ccc(N(C)C)cc1)C(=O)OCC	69	91	107	115	93	80	109	112
O=C1NC(=S)NC1Cc1ccc(O)cc1 (stereo not drawn)	111	107	102	108	112	100	108	105
CCCCc1nc(Cl)c(C2CC(c3cc(OC)c(OC)c(OC)c3)=NN2C(C)=O)[nH]1 (stereo not drawn)	90	96	97	92	97	88	102	87
NC(=S)N/N=C/c1cc([N+](=O)[O-])ccc1O	/	94	95	/	74	97	107	/
O=C(CC(=O)C(F)(F)F)c1ccccc1	101	96	105	105	100	100	103	97
CNC(=S)N/N=C/CSC/C=N/NC(=S)NC	33	85	67	83	97	3.3*	99	107
CC(=O)Nc1cc(Cl)ccc1C(=O)O	113	94	95	126	103	91	92	90
Cc1ccc(C(=O)c2ccc(CC(=O)N/N=C/c3ccccc3O)n2C)cc1	76	58	81	83	85	82	84	104
C=C(C)[C@@H]1CC[C@]2(C(=O)OC)CC[C@]3(C)[C@H](CC[C@@H]4[C@@](C)(CCc5nn[nH]n5)[C@H](C(=C)C)CC[C@]43C)[C@@H]12	-5.5*[100 µM]	-91*[100 µM]	-7.5*[100 µM]	-77*[100 µM]	-12*[100 µM]	5.1*[100 µM]	-63*[100 µM]	-31*[100 µM]
COc1ccc(-c2c(C#N)c(=O)oc3c2c(N)nn3-c2ccccc2)cc1	96	/	93	90	102	100	101	106
C=CC(=O)OCC(C)(C)C	91	96	93	101	95	98	114	116
Cc1ccccc1-c1nc(C(Cl)Cl)nc2cc(-c3ccccc3)nn12	40	/	53	45	93	64	97	70
O=C(NC1CCc2c1ccc(Cl)c2Cl)c1cc2c([nH]c1=O)CCCC2 (stereo not drawn)	78[50 µM]	87[50 µM]	94[50 µM]	83[50 µM]	102[50 µM]	92[50 µM]	104[50 µM]	90[50 µM]
Nc1nc2ncc(=O)[nH]c2c(=O)[nH]1	102	101	99	115	101	103	112	123
O=C1[O][Bi][O]c2ccccc21	107	88	108	83	116	100	107	97
C=C(C)[C@@H]1CC[C@]2(C(=O)OC)CC[C@]3(C)[C@H](CC[C@@H]4[C@@]5(C)Cc6cc(Cc7ccccc7)oc6C(C)(C)[C@@H]5CC[C@]43C)[C@@H]12	84	95	90	92	102	97	109	95
COc1cc(CNC(=O)C[C@H](C)CCC=C(C)C)ccc1OCc1cn(-c2ccccc2Cl)nn1	9.1*	56	28	73	28	41	70	81
CCN(CC)CCOC(=O)c1cc(OC)c(OC)c(OC)c1	97	93	98	102	96	94	110	97
Nc1ccc(C2=NN(C(=O)c3cc(-c4ccc(Cl)cc4)nc4ccccc34)C(c3cc(-c4ccccc4)nn3-c3ccccc3)C2)cc1 (stereo not drawn)	84	94	108	91	106	103	108	115
COc1ccc(-c2cc(-c3ccc(Cl)cc3)c(C#N)c(=O)n2Cc2ccc(C(=O)Nc3ccccc3N)cc2)cc1	73	69	64	67	56	40	70	46
Nc1nnc(-c2ccccn2)c(-c2c[nH]c3ccc(F)cc23)n1	92	97	76	79	107	71	108	92
C=CCn1c(SC/C(=N\O)c2ccccc2)nnc1-c1c[nH]c2ccccc12	91	/	85	96	104	103	104	94
C=CCn1c(SCC(=O)c2ccc(Cl)cc2)nnc1-c1ccc(OC)cc1	91	97	101	94	112	113	100	96
Clc1ccc(Cc2ccncc2)cc1	/	98	99	100	100	97	112	105
C[C@@]1(CO)[C@H](O)CC[C@@]2(C)[C@H]1CC[C@H]1C[C@@H]3C[C@@]12CC[C@@]3(O)COC(=O)CN	62	29	/	92	46	37	/	/
C=CCSc1ccc2c(c1)C(=O)Nc1ccccc1O2	85	103	104	100	114	73	92	96
O=C(Nc1cccc(Cl)c1)Nc1nc2ccc([N+](=O)[O-])cc2s1	-12*	/	-29*	-9.3*	-29*	4.7*	0.1*	-5.3*
NS(=O)(=O)c1ccc(CCn2c(-c3ccc(F)cc3)nc(-c3ccccc3)c2-c2ccccc2)cc1	101	89	104	104	102	88	106	100
CCCCCCCCCCCCCCCCCC1=NC(CC)(CO)CO1 (stereo not drawn)	66	72	73	84	93	94	108	87
C[C@H](c1nc2ccc(Cl)cn2c1NC(C)(C)C)[C@H]1CC[C@H]2[C@@H]3CCC4=CC(=O)CC[C@]4(C)[C@H]3CC[C@]12C	75	63	73	102	94	72	/	97
c1ccc(-c2nn3c(-c4ccccc4)nnc3o2)cc1	109	104	91	132	117	95	107	133
CCOC(=O)/C(=C\c1ccc(Br)cc1)C(C)=O	95	97	118	113	102	96	120	102
CCCCC(O)(c1ccccc1)c1ccccc1	80	90	121	107	101	100	106	101
O=C1CCC23OC=CC2C2(Nc4ccccc4NC2=O)c2cc(F)ccc2N13 (stereo not drawn)	95	96	112	103	92	99	109	109
COc1ccc(/C=C2\C(=O)Nc3ccc(Cl)cc32)cc1OCc1ccccn1	52	/	59	/	46	35	68	/
CCN(CC)CCSCCCNc1c(C)cnc2cc(Cl)ccc12	96	80	86	62	86	79	87	102
COc1cccc2c1OC1(CCN(Cc3ccccc3)CC1)N1N=C(c3ccccc3)CC21 (stereo not drawn)	96	96	106	94	98	89	98	85
Cc1cc(O)cc(O)c1N=NC1=NCCS1	92	97	109	97	94	87	99	116
CCCCC(CC)CCC(C)OC(=O)CCC1CCCCC1 (stereo not drawn)	/	101	98	106	116	101	113	100
CC1CCC2NC(=O)C3(C2C1)C(C(=O)C1CCCCC1)C1(C(=O)NC2CCCCC21)C1CCCN13 (stereo not drawn)	72[20 µM]	95[20 µM]	102[20 µM]	60[20 µM]	93[20 µM]	54[20 µM]	103[20 µM]	80[20 µM]
Fc1ccccc1N=Cc1ccc(C=Nc2ccccc2F)cc1	/	86	90	/	123	76	106	94
COc1nc(OC)nc(-c2cc(C(=O)c3ccc(Br)cc3)n3cc(C)cc(C)c23)n1	38	3.9*	51	50	43	70	85	24
CC(C)(C)n1cc(-c2ccnc(NCCCNS(=O)(=O)c3ccc(Br)cc3)c2)c(-c2cccc(O)c2)n1	30	-76*	3.5*	8.9*	/	7.3*	-32*	17
CC1(C)CC2(C)OC2C2(C1)N=NC(=Nc1ccccc1)O2 (stereo not drawn)	64	-52*	-16*	92	-19*	24	70	103
CC(=O)Oc1ccc(C(C)=O)cc1	94	98	112	103	109	96	118	92
O=C(NCCNc1cc(-c2cn(-c3ccccc3)nc2-c2cccc(O)c2)ccn1)c1ccccc1	99	95	102	91	85	100	114	93
O=c1oc2cc(OS(=O)(=O)c3ccc(C(F)(F)F)cc3)ccc2c2c1CCCCC2	52	91	57	88	91	79	95	92
C(=N/Nc1ccccc1)/c1ccco1	78	100	90	73	104	68	97	113
O=[N+]([O-])CC(c1ccccc1)c1c[nH]c2ccccc12 (stereo not drawn)	45	45	23	46	57	30	60	64
CCOc1cc2c(=O)[nH]cnc2c(OCC)c1OCC	95	99	93	100	100	93	99	119
COc1cc(/C=C/C(=O)c2ccc(Cl)cc2)ccc1Oc1nc(NCCO)nc(N2CCOCC2)n1	86	/	91	104	100	67	108	84
O=C(N/N=C/C[C@@H]1[C@@H](/C=C/[C@@H](O)COc2cccc(Cl)c2)[C@H](O)C[C@@H]1O)c1ccncc1	91	94	98	101	95	99	103	93
COc1ccc(C2CC(c3ccccc3)=NN2c2nc(-c3ccccc3)c(C#N)c(=O)n2C)cc1 (stereo not drawn)	95	101	106	100	114	79	87	99
Cn1cnc2c(F)c(Nc3ccc(Br)cc3Cl)c(C(=O)NOCCO)cc21	70	28	92	25	79	96	-5.6*	/
COc1ccc(CCNc2nc(C)cc(N3CCOCC3)n2)cc1	67	92	51	89	88	91	93	96
CC/C=C\CCC/C=C1/C(=O)C=C[C@@H]1C/C=C\CCCC(=O)OC	34	-71*	69	15	-25*	17	61	37
CCCCCCN1CSC(=S)N(CCCCCC)C1	96	92	89	97	100	102	102	105
Nc1nc(C(=O)O)cc(=O)[nH]1	91	99	/	103	99	95	114	88
N#CCCNC(=O)Nc1ccccc1	96	108	/	107	125	100	113	108

(next part)
SMILES	T-47D	LOX IMVI	MDA-MB-468	MDA-MB-231	BT-549	MCF7	SK-MEL-28	HS 578T
CCOC(=O)c1cnn2c(-c3ccc(Cl)cc3)nc(SCC)nc12	55	84	94	90	85	87	94	107
O=C(CSc1nc2ccccc2[nH]1)c1ccc(-n2ccnc2)cc1	91	100	129	98	108	92	120	106
Nc1ccc(N=Nc2ccc(S(=O)(=O)O)cc2)cc1	102	113	120	109	102	99	118	107
C#CC(=O)Nc1ccc2c(c1)C(O)(CC#N)C(=O)N2 (stereo not drawn)	96	95	95	99	102	91	113	95
CC1=C(C(=O)Nc2ccccc2)C(c2ccc3c(c2)OCCO3)NC(=O)N1 (stereo not drawn)	101	95	106	118	96	95	111	101
C(=C(c1ccccc1)c1ccccc1)=C(c1ccccc1)c1ccccc1	85	78	133	105	/	82	104	118
Cc1cccc(C)c1Nc1n[nH]c(=S)s1	96	97	104	112	102	107	105	98
CCn1c(-c2ccc(OC)c(OC)c2)cc(-c2cccn2C)c(C#N)c1=O	95	99	90	107	100	100	111	123
C=CCOC(OCC=C)OCC=C	97	91	101	109	99	97	110	/
Cc1ccc(NC(=O)COc2ccc(/C=N/Nc3nc4ccccc4s3)cc2)cc1	100	95	102	90	112	93	101	100
CCOc1ccc(NC(=O)OCC(C)C)cc1	97	103	101	106	107	109	103	129
O=c1c2c(c3ccccc3n1-c1ccccc1)Nc1ncnn1C2c1ccccc1 (stereo not drawn)	77	89	103	93	/	89	111	/
CCn1ncc2c(NNC(=O)Cc3ccc(Br)cc3)ncnc21	90	96	111	101	108	99	112	96
Cn1c(=O)cc(OCC(=O)N/N=C/c2ccc(Br)cc2)c2ccccc21	101	/	110	96	99	99	109	98
CC(=O)c1ccc(N/N=C(/C(=O)c2ccc(Cl)cc2)c2nc(C)cc(=O)[nH]2)cc1	76	91	95	86	99	89	107	90
CCN(CC)C(=O)c1cccc(C)c1	97	100	108	110	102	96	106	108
CCC(O)C(F)(F)C(F)(F)F (stereo not drawn)	98	103	97	103	125	92	110	95
O=C1C=CC=C/C1=C\N(O)c1ccc(Cl)cc1	81	29	/	91	92	105	/	95
CCc1nn2c(-c3ccc(Cl)cc3C)c(-c3cc(OC)c(OC)c(OC)c3)nc2s1	59	77	68	74	101	51	81	49
c1ccc(C(c2ccccc2)C(c2ccccc2)c2ccccc2)cc1	83	83	95	70	105	97	101	96
CCOC(=O)/C(Cc1nc(OCc2ccccc2)cc(OCc2ccccc2)n1)=N/O	84	82	123	79	86	88	119	88
NCc1cn2cc(Cl)sc2n1	111	/	101	112	111	95	104	113
COc1cccc(C2C(Cl)C(=O)N2n2cnnc2)c1 (stereo not drawn)	/	100	97	106	93	94	99	92
CNC(=O)c1cc(Oc2ccc3c(c2)sc2nc(-c4ccc(NC(=O)[C@@H](NC(=O)OC)C(C)C)cc4)cn23)ccn1	8.7*	67	28	72	14	52	76	82

11 entries already listed, ordered by molecular weight, smallest number first.
SMILES	T-47D	LOX IMVI	MDA-MB-468	MDA-MB-231	BT-549	MCF7	SK-MEL-28	HS 578T
CCC(O)C(F)(F)C(F)(F)F (stereo not drawn)	98	103	97	103	125	92	110	95
CCN(CC)C(=O)c1cccc(C)c1	97	100	108	110	102	96	106	108
CCOc1ccc(NC(=O)OCC(C)C)cc1	97	103	101	106	107	109	103	129
O=C1C=CC=C/C1=C\N(O)c1ccc(Cl)cc1	81	29	/	91	92	105	/	95
c1ccc(C(c2ccccc2)C(c2ccccc2)c2ccccc2)cc1	83	83	95	70	105	97	101	96
CCn1ncc2c(NNC(=O)Cc3ccc(Br)cc3)ncnc21	90	96	111	101	108	99	112	96
O=c1c2c(c3ccccc3n1-c1ccccc1)Nc1ncnn1C2c1ccccc1 (stereo not drawn)	77	89	103	93	/	89	111	/
CC(=O)c1ccc(N/N=C(/C(=O)c2ccc(Cl)cc2)c2nc(C)cc(=O)[nH]2)cc1	76	91	95	86	99	89	107	90
Cn1c(=O)cc(OCC(=O)N/N=C/c2ccc(Br)cc2)c2ccccc21	101	/	110	96	99	99	109	98
CCc1nn2c(-c3ccc(Cl)cc3C)c(-c3cc(OC)c(OC)c(OC)c3)nc2s1	59	77	68	74	101	51	81	49
CNC(=O)c1cc(Oc2ccc3c(c2)sc2nc(-c4ccc(NC(=O)[C@@H](NC(=O)OC)C(C)C)cc4)cn23)ccn1	8.7*	67	28	72	14	52	76	82

Next entries follow.
SMILES	T-47D	LOX IMVI	MDA-MB-468	MDA-MB-231	BT-549	MCF7	SK-MEL-28	HS 578T
Nc1nc(N)nc(C2CC3C=CC2C3)n1 (stereo not drawn)	94	91	97	101	/	98	119	96
NC(N)=NCCCCCNc1noc(Cc2c[nH]c3cc(Br)ccc23)n1	59	70	1.8*	69	66	77	87	57
O=C(O)C1=NN(c2ccc(S(=O)(=O)O)cc2)C(=O)C1N=Nc1ccc(S(=O)(=O)O)cc1 (stereo not drawn)	96	99	118	100	111	103	109	95
O=C(O)C(N=Cc1ccccc1)C(O)c1ccccc1 (stereo not drawn)	88	95	111	92	110	96	100	95
Cc1ccc(/C=C/C(=O)c2ccc(F)cc2)s1	63	58	42	105	77	36	105	102
CCCn1c(N)c(N(CCOC)C(=O)COc2ccc3ccccc3c2)c(=O)[nH]c1=O	97	101	103	90	107	88	108	96
C/C=C(\C)C(C(=O)NC1CCCCC1)N(C(=O)C1CCc2cc(F)ccc2O1)c1cc(Cl)cc(Cl)c1 (stereo not drawn)	90	94	100	106	101	92	/	93
